PDI turbidity = blocks human protein disulfide isomerase activity | actives 0.052% (n = 350,000) | P07237 | PDI insulin aggregation turbidity, A650, 90 min | inhibition, % at 10 µM;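 active = mean inhibition across replicates of 30% or more, whatever share of single replicates reach that level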;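 note: absorbance from insulin aggregation driven by PDI reduction with DTT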
N-glyco inh = blocks N-linked glycosylation in D54 reporter cells; D54 ERlucT glycosylation luciferase reporter, 24 h; percent of 100 nM tunicamycin response; reporter increase, % at 12.5 µM; actives 0.23% (n = 360,000); AID 588692;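 active = mean luciferase reporter signal, scaled so untreated is 0 and the glycosylation-blocking control 100, at or above a set limit in every replicate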;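 note: luciferase carries N-glycosylation sites so blocking glycosylation raises the light; 0% = median of neutral control wells and 100% = median of 100 nM tunicamycin wells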
Exocytosis inh = lytic granule exocytosis inhibition | TALL-104 LAMP-1 surface exposure, flow cytometry; cells stimulated with thapsigargin and PMA | inhibition, % at 10 µM | actives 0.66% (n = 360,000);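 active = inhibition above about 55%, limit read from the data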
Cardio protect = modulators protecting cardiomyocytes from myocardial damage; H9c2 cardiomyocytes, H2O2 injury protection, ATPLite, 2 h; protection from H2O2 cell death, % at 20 µM; actives 0.63% (n = 360,000); AID 588492;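 active = compounds giving at least 50% protection of heart cells from peroxide-induced death in the single-dose screen, raw or plate-pattern-corrected value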;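 note: 0% = DMSO wells with peroxide and 100% = DMSO wells without peroxide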
ABCB6 inh 2 = blocks the human ABCB6 transporter; actives 0.19% (n = 360,000); K562-ABCB6 porphyrin accumulation, flow cytometry, 1 h; stronger effect = lower value; Q9NP58; fluorescence ratio to DMSO, % at 10 µM;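 active = fluorescence ratio to DMSO below 75%, the collection mean minus 3 SD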;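 note: signal is porphyrin accumulated inside mitochondria; 100% equals median channel fluorescence of DMSO control wells; lower ratio means ABCB6 inhibition with less porphyrin fluorescence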
Target sequence (Q9NP58 whole entry, looked up): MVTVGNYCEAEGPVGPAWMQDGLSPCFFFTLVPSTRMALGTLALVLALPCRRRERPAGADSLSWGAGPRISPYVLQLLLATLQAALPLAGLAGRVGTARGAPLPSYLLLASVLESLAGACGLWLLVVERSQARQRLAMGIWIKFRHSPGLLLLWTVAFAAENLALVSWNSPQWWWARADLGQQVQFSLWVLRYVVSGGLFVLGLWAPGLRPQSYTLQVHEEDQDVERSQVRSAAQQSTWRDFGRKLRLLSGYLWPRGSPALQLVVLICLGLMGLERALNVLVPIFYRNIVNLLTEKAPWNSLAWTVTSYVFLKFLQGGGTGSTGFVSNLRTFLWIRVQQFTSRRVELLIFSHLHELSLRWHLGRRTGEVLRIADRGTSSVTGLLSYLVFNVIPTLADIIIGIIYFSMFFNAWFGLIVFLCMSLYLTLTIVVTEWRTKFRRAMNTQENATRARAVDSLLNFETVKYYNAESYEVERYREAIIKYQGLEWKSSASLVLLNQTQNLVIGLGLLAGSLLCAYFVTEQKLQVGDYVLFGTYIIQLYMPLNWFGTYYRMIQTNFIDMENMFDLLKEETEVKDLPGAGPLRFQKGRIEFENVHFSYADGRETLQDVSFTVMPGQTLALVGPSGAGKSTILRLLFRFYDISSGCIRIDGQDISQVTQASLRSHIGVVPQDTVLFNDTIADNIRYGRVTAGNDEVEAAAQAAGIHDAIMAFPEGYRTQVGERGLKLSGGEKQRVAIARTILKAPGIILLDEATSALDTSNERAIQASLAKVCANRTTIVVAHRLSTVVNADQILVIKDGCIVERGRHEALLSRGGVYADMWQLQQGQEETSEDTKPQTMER
MC4R antag cAMP = human MC4R antagonism in cAMP assay; MC4R-expressing cells, MTII-stimulated cAMP, LANCE TR-FRET; inhibition, % at 6.5 µM; actives 0.48% (n = 360,000); AID 540295;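 active = inhibition above its plate's cutoff, the mean of tested wells on that plate plus 3 SD, cut at about 29% in these data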;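 note: 0% = Melanotan II alone and 100% = Melanotan II plus saturating MCL0020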
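Material – human MC4R-expressing U2OS cells · Repeats – no replicates · Detection – TR-FRET with Eu-cAMP and labeled anti-cAMP, 671 nm · Times – compound 30 min, challenge 1 h, detection 1 h · Compound – single nominal compound dose of 6.5 µM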
MC4R ag barr = human MC4R agonism via beta-arrestin | P32245 | U2OS MC4R beta-arrestin complementation, luminescence; percent of melanotan II response, DMSO zero | activation, % at 8.9 µM | actives 0.98% (n = 360,000) | AID 540308;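 active = activation above a per-plate cutoff, the mean activation of sample wells on that plate plus 3 SD, cut at about 8% in these data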
ABHD5-PLIN5 inh = ABHD5-PLIN5 protein interaction inhibition; Q00G26+Q8WTS1; Split G. princeps luciferase complementation, luminescence, 4 h; actives 0.78% (n = 360,000); inhibition, % at 4 µM;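 active = inhibition above the mean inhibition across every tested compound plus 3 SD, cut at about 22% in these data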;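 note: 0% = DMSO only wells and the 100% control is not disclosed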
CaV13 FRET inh = Disruptors of the CACNA1D IQ motif to Ca2+-dependent inactivation inhibitor domain association, primary screening, Förster resonance energy transfer in intact living …. HEK cells, CFP/YFP FRET ICDI-IQ, plate reader, 10 min; percent FRET-ratio fall versus neutral wells. inhibition, % at 12.3 µM. actives 0.098% (n = 340,000). AID 743397;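 active = mean replicate inhibition of at least 30% and at least 1% of replicates passing that level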;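 note: 0% = median of the neutral control wells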
m5-HT2A agonist = activates the mouse 5-HT2A serotonin receptor | activation, % at 7.6 µM | P35363 | CHO-K1 mHTR2A beta-arrestin complementation, luminescence; percent of 30 µM serotonin response | actives 0.66% (n = 360,000);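 active = activation above a run cutoff, the mean activation of all tested compounds plus 3 SD, cut at about 14% in these data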;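 note: 0% = plate median of compound wells and 100% = 30 µM serotonin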
Starred values were filed as active, the others as inactive; nt = no result given.

SMILES	PDI turbidity	N-glyco inh	Exocytosis inh	Cardio protect	ABCB6 inh 2	MC4R antag cAMP	MC4R ag barr	ABHD5-PLIN5 inh	CaV13 FRET inh	m5-HT2A agonist
Cc1cccc(N=N/C(=C\O)C(=O)c2ccc(Br)cc2)c1	3	2	101*	-21	104	8	1.2	-2	-5	-1
CCOc1cccc(OCCCCn2ccnc2)c1	4	1	-4	-1	96	0	-1.1	6	nt	-1
COc1ccc(NCC(=O)N/N=C/C(C)c2ccccc2)cc1 (centres undefined)	6	2	0	-7	91	-2	-2.5	-7	2	-6
O=C(/C=C/c1cccs1)NC(=S)Nc1ccc(S(=O)(=O)Nc2ccccc2C(F)(F)F)cc1	28	0	-6	-10	95	16	1.2	1	-5	2
O=C(OCc1ccccc1)N1CCN(C(c2ccnc3ccccc23)c2nnnn2-c2ccc3c(c2)OCCO3)CC1 (centres undefined)	nt	nt	-4	nt	95	nt	nt	5	-11	-3
O=C(c1cnn2c(C(F)(F)F)cc(-c3ccc4c(c3)OCO4)nc12)N1CCCC1	1	3	-1	2	98	23	1.4	-1	-5	3
Cc1cccc(NC(=O)CS(=O)(=O)c2cn(CC(=O)N3CCOCC3)c3ccccc23)c1	-3	-1	-6	5	101	4	-0.4	-5	-6	-2
COCCCNC(=S)NNC(=O)Cn1nc(C)c(Br)c1C	7	1	1	4	99	4	-1.4	1	-2	0
CCC(OC(=O)c1nsc(Cl)c1Cl)C(=O)NCCc1ccccc1 (centres undefined)	-3	2	0	2	100	10	0.9	5	-2	6
COc1ccc(NC(=S)NCC(c2cccnc2)N2CCOCC2)cc1 (centres undefined)	5	1	0	-6	96	4	0.1	-1	-8	0
C[C@H](NC(=O)c1ccco1)C(=O)Nc1nc(-c2ccccn2)cs1	7	0	5	25	88	-3	-1.0	0	-7	2
CC(C)OP(=O)(OC(C)C)C1(NS(=O)(=O)c2ccc(Cl)cc2)C=C(Cl)C(=O)C(Cl)=C1	3	0	1	-4	104	2	-2.7	7	-7	7
CCS(=O)(=O)N1CCN(C(=O)c2ccc3nc(C)c(N(C)C(=O)CCc4ccccc4)n3c2)CC1	-9	2	-6	7	96	11	0.0	2	-5	-1
CCCCn1c(N)c(N(CCOC)C(=O)COC(=O)C(C)(C)Oc2ccc(Cl)cc2)c(=O)[nH]c1=O	1	0	8	-2	98	18	-3.8	-8	-6	5
O=S(=O)(NCc1ccc(Cl)cc1)c1ccc(Cl)nc1	-4	1	-2	10	102	6	-2.0	-2	nt	7
O=C(CSc1nnc2n1CCCN2)c1ccccc1	9	0	-5	3	109	9	0.5	7	-20	-1
CCc1ccc(N(CC(=O)NC2CCCCC2)C(=O)CCC(=O)Nc2ccccn2)cc1	-10	1	0	3	99	3	-0.9	5	-5	4
O=C1C2C(C(=O)N1Cc1cccnc1)C1C=CC2C12CC2 (centres undefined)	10	0	-2	0	107	6	0.4	-2	-4	2
CCOC(=O)c1cc(-c2ccccc2)nn1CC1CC(c2ccc(Cl)cc2)=NO1 (centres undefined)	1	-2	-1	4	94	4	0.8	1	-7	-5
O=C(NC1CCCCC1)C(CCc1ccccc1)n1c(=O)c(-c2ccccc2)nc2ccccc21 (centres undefined)	nt	nt	-11	nt	nt	nt	nt	-6	-4	-4
CCCCN(C(=O)CSCC(=O)Nc1ccc(OC)cc1)c1c(N)n(CC(C)C)c(=O)[nH]c1=O	-9	1	2	-3	98	-1	-2.0	5	-3	1
CCOc1cc(/C=N/N=C2/NC(=O)C(CC(=O)O)S2)ccc1OCc1ccc(Cl)cc1Cl (centres undefined)	6	-1	-2	0	100	2	-1.8	-2	nt	0
CCCCCCn1c(N)c(C#N)c2ccc([N+](=O)[O-])cc2c1=O	-3	1	5	-10	103	-4	-3.0	-8	-4	-2
Cc1nn(Cc2ccccc2)c(C)c1NC(=O)c1cc(-c2ccco2)on1	-2	-3	-2	2	93	13	-0.8	-8	-12	0
Cc1cc(C)cc(NC(=O)C(Nc2ccccc2)c2ccccc2)c1 (centres undefined)	-2	-4	3	-1	102	14	0.8	-5	-6	-6
COc1ccccc1N(C)S(=O)(=O)c1ccc(C(=O)OCC(N)=O)cc1	-6	0	2	0	102	16	2.1	1	-4	-1
CCC1CCc2sc(C(=O)NCc3ccccn3)cc2C1 (centres undefined)	-7	-1	-2	-2	98	-5	-1.8	-3	nt	-2
COc1cccc(C(=O)C2CCCN(Cc3cccc(OCCO)c3)C2)c1 (centres undefined)	-1	-2	-2	1	100	3	-0.2	-6	-5	-7
Cc1cc(Br)ccc1NC(=O)CN1C(=O)C2C3CC(c4ccccc4)C(C3)C2C1=O (centres undefined)	-1	2	0	10	95	4	-1.5	0	-8	-1
CC1OC23CCCCC2C(C#N)(C(=N)O3)C1(C#N)C#N (centres undefined)	-6	0	2	2	99	1	-0.8	-3	-6	2
CCOc1ccc2c(c1)c(N=NC(N)=S)c(O)n2C	2	2	-1	-4	96	-26	1.3	-4	3	-5
Cc1ccc(NC(=O)c2ccc3c(c2)OCO3)cc1Cl	0	-10	18	-9	104	-1	-0.2	-9	-2	1
O=C(CN1C(=O)NC2(CCCC2)C1=O)Nc1ccccc1-c1ccccc1	-3	-1	-1	-1	102	7	-1.8	-1	4	-6
CCOC(=O)C1=C(O)C(=O)N(Cc2ccccc2)C1	-1	2	-14	7	98	4	-1.1	-1	-16	-3
Cc1c(C(=O)Nc2nnc(C3CC3)s2)oc2c(Cl)cccc12	-4	1	27	1	102	18	-2.3	-5	-4	-2
Cc1ccc(CCNC(=O)C2CCN(S(=O)(=O)c3cccc4cccnc34)CC2)cc1	7	-3	-1	12	97	3	-3.0	0	-13	0
O=C(Nc1ccc(S(=O)(=O)Nc2ncccn2)cc1)C1=NN(c2ccccc2)C(=O)CC1	-5	2	3	11	103	-2	-0.6	5	0	2
COc1ccc(N2C(=O)CC(N3CCC(O)(c4ccc(Cl)cc4)CC3)C2=O)cc1 (centres undefined)	0	0	0	-5	116	5	-2.1	7	-8	0
COc1ccc(NC(=O)COc2ncnc3ccccc23)cc1S(=O)(=O)N1CCOCC1	7	0	8	-1	99	-2	0.1	1	5	3
CCOc1ccc(CC(=O)Nc2ccc(S(=O)(=O)N3CCCC3)cc2)cc1	-3	0	0	0	99	13	1.2	8	-5	-6
CC(C)c1nnc(SCC(=O)N2CCc3ccccc32)n1N	3	3	-4	-2	105	6	-0.2	-4	nt	-1
CCCCOCCCNC(=O)C[C@@H]1C[C@@]2(C(=O)OCC)CCCC=C2N(Cc2ccc(Cl)cc2Cl)C1=O	nt	nt	18	nt	98	nt	nt	0	-4	-4
Cc1ccc(OCCn2c(SCCO)nc3c(N)ncnc32)cc1	7	2	-6	-8	94	18	-0.5	0	-4	7
Cn1cc(C(F)(F)F)nc1-c1ccc(OCC(O)CNCCOc2ccc(O)c(C(N)=O)c2)cc1 (centres undefined)	-2	1	-3	42	100	1	0.7	7	-4	33*
CCc1ccc(OCCOCCN2CCN(C)CC2)cc1	-10	4	-11	1	101	5	0.1	2	-20	-4
O=C(CN1C(=O)c2ccccc2S1(=O)=O)c1ccc(Cl)cc1Cl	3	-24	-1	-19	91	1	1.7	9	-5	4
CC1Cc2ccccc2N1C(=O)CSc1nnnn1C(C)C (centres undefined)	4	0	0	-4	100	13	-0.5	1	-9	1
COc1cccc(OC)c1C(=O)Nc1ccccc1Sc1ccccc1	1	-3	6	0	102	0	1.8	0	-5	-4
Cc1c(N/C=C/C(=O)c2ccc(Cl)cc2)c(=O)n(-c2ccccc2)n1C	3	-1	0	2	95	2	-1.7	1	-8	-2
Cc1sc2nc(COC(=O)c3cccc(S(=O)(=O)N(C)c4ccccc4)c3)[nH]c(=O)c2c1C	3	-1	-1	-2	125	10	-0.5	-4	-9	0
COc1cccc(OCCNS(=O)(=O)c2cccc([N+](=O)[O-])c2)c1	-3	1	-5	-1	95	4	-2.6	-6	-5	-4
O=c1c(Cc2ccc(F)cc2)c(O)ccn1CCCn1ccnc1	-1	2	6	6	99	1	-3.8	5	-5	10
COc1ccccc1C(=O)NNC(=O)c1csc(N2CCOCC2)n1	-6	1	-4	1	98	-1	0.9	1	-6	4
COc1ccccc1-c1noc(CSc2nc(C)cc(=O)[nH]2)n1	-9	2	-4	0	101	-5	-1.8	1	-6	0
OCC1(CC2CCCCO2)CCN(Cc2ccccc2-c2ccco2)CC1 (centres undefined)	0	0	-5	5	107	-5	0.6	10	-2	0

Of the compounds above, these have a Cl atom.
SMILES	PDI turbidity	N-glyco inh	Exocytosis inh	Cardio protect	ABCB6 inh 2	MC4R antag cAMP	MC4R ag barr	ABHD5-PLIN5 inh	CaV13 FRET inh	m5-HT2A agonist
CCC(OC(=O)c1nsc(Cl)c1Cl)C(=O)NCCc1ccccc1 (centres undefined)	-3	2	0	2	100	10	0.9	5	-2	6
CC(C)OP(=O)(OC(C)C)C1(NS(=O)(=O)c2ccc(Cl)cc2)C=C(Cl)C(=O)C(Cl)=C1	3	0	1	-4	104	2	-2.7	7	-7	7
CCCCn1c(N)c(N(CCOC)C(=O)COC(=O)C(C)(C)Oc2ccc(Cl)cc2)c(=O)[nH]c1=O	1	0	8	-2	98	18	-3.8	-8	-6	5
O=S(=O)(NCc1ccc(Cl)cc1)c1ccc(Cl)nc1	-4	1	-2	10	102	6	-2.0	-2	nt	7
CCOC(=O)c1cc(-c2ccccc2)nn1CC1CC(c2ccc(Cl)cc2)=NO1 (centres undefined)	1	-2	-1	4	94	4	0.8	1	-7	-5
CCOc1cc(/C=N/N=C2/NC(=O)C(CC(=O)O)S2)ccc1OCc1ccc(Cl)cc1Cl (centres undefined)	6	-1	-2	0	100	2	-1.8	-2	nt	0
Cc1ccc(NC(=O)c2ccc3c(c2)OCO3)cc1Cl	0	-10	18	-9	104	-1	-0.2	-9	-2	1
Cc1c(C(=O)Nc2nnc(C3CC3)s2)oc2c(Cl)cccc12	-4	1	27	1	102	18	-2.3	-5	-4	-2
COc1ccc(N2C(=O)CC(N3CCC(O)(c4ccc(Cl)cc4)CC3)C2=O)cc1 (centres undefined)	0	0	0	-5	116	5	-2.1	7	-8	0
CCCCOCCCNC(=O)C[C@@H]1C[C@@]2(C(=O)OCC)CCCC=C2N(Cc2ccc(Cl)cc2Cl)C1=O	nt	nt	18	nt	98	nt	nt	0	-4	-4
O=C(CN1C(=O)c2ccccc2S1(=O)=O)c1ccc(Cl)cc1Cl	3	-24	-1	-19	91	1	1.7	9	-5	4
Cc1c(N/C=C/C(=O)c2ccc(Cl)cc2)c(=O)n(-c2ccccc2)n1C	3	-1	0	2	95	2	-1.7	1	-8	-2

Source: PubChem BioAssay (several laboratories)
